M. tuberculosis HTS = M. tuberculosis growth inhibition, HTS (AID 449762); M. tuberculosis H37Rv growth inhibition, 7H9 media; higher % means a stronger effect; inhibition, % at 25 µM, or IC50 in µM where a hit was titrated; 330,000 tested, 0.59% active; in the data active = a potency from the dose series; inconclusive = inhibition above about 70% without an active follow-up result;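 note: bacterial growth assessed after seven days of incubation; strong numbers were not always called active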
tuberculosis growth = growth inhibition of non-replicating M. tuberculosis (AID 488890) | Mycobacterium tuberculosis non-replicating, growth inhibition; higher % means a stronger effect | inhibition, % at 25 µM; hits with a dose series show IC50 in µM | 320,000 tested, 0.39% active; in the data active = a potency from the dose series; inconclusive = inhibition mostly from about 82% at the one dose, without a potency; inactive = the rest, 99 in 100 with inhibition below about 76%;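 note: plate controls were DMSO cells for no effect and high antibiotic wells for full effect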
H1N1 NS1A inhibition = NS1A inhibition, H1N1 influenza, cell based functional assay (AID 504329). inhibition, % at 12.5 µM; hits with a dose series show IC50 in µM. 340,000 tested, 0.3% active. NS1A functional cell-based assay, percent inhibition; higher % means a stronger effect; in the data active = a potency from the dose series; inconclusive = inhibition above about 27% without an active follow-up result; note: strong numbers were not always called active
inhibitors of VEEV = inhibitors of VEEV TC-83 cytopathic effect, confirmation, Vero cells (AID 588727); inhibition, % at 20 µM, or IC50 in µM where a hit was titrated; Vero cells, VEEV TC-83 cytopathic effect inhibition; higher % means a stronger effect; 350,000 tested, 0.13% active; in the data active = a potency from the dose series; inconclusive = inhibition mostly from about 14% at the one dose, without a potency; inactive = the rest, 99 in 100 with inhibition below about 12%; note: strong numbers were not always called active
Salmonella PhoP GFP = PhoP regulon inhibitors, Salmonella typhi PhoP promoter GFP reporter, confirmatory (AID 1850). Salmonella Typhi PhoP-promoter GFP reporter, fluorescence, 4 h; higher % means a stronger effect. inhibition, % at 50 µM, or IC50 in µM where a hit was titrated. 310,000 tested, 0.33% active; in the data active = a potency from the dose series; inconclusive = inhibition mostly from about 25% at the one dose, without a potency; inactive = the rest, 99 in 100 with inhibition below about 19%;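 note: 0% = induced wells with vehicle and 100% = uninduced wells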
inhibitors of VEEV 10K pilot screen = recorded beside inhibitors of VEEV, whose call it bears; inhibition, %; measured here: 10K pilot screen inhibition
* marks the source's active call; other numbers are inactive results; i = inactive; ? = inconclusive; nt = not tested or not shown; & = joins results of further samples. This is a random part of the collection; overall some 1.6% were active at least once.

SMILES	M. tuberculosis HTS	tuberculosis growth	H1N1 NS1A inhibition	inhibitors of VEEV	Salmonella PhoP GFP	others
O=C(Nc1ccccc1)C1CCCN1/C=C/C(=O)C(F)(F)F (stereo not drawn)	4.6%	4.8%	2.0%	i	10.4%
O=C(CCCN1C(=O)/C(=C/c2cccc(Br)c2)SC1=S)Nc1cccnc1	48.3%	26.8%	nt	7.3%	3.9%
CCC(C)(O)C(=O)OC1C(=O)OC2CC3C(C)=CC(=O)C(O)C3(C)C3C4(O)OCC23C1C(C)C4O (stereo not drawn)	nt	nt	2.3%	4.2%	nt
O=c1[nH]c(=S)[nH]c(O)c1N=Nc1ccc(OC(F)F)cc1	56.5%	67.8%	1.7%	10.5%	18.4%
Cc1ccc(S(=O)(=O)N2CCCCC2)cc1NC(=O)c1ccc2ccccc2n1	0.1%	14.9%	0.3%	i	-11.7%
O=c1cc(COn2nnc3ccc(C(F)(F)F)cc32)nc2sccn12	1.7%	?	1.1%	6.6%	13.2%
COc1ccc(CNC(=O)CN2CCN(S(=O)(=O)c3cccs3)CC2)cc1OC	5.4%	5.4%	10.1%	0.2%	-1.1%
O=C1C2CCCN2C(c2ccc(F)cc2)N1c1cccc(Cl)c1 (stereo not drawn)	-13.9%	-10.3%	-4.8%	0.9%	2.8%
Cc1ccc(SCc2c(C(=O)N/N=C/c3ccoc3)nnn2-c2nonc2N)cc1	-2.3%	27.0%	2.1%	4.9%	0.3%
Cc1ccc(C(N)=S)c(C)c1	-7.4%	0.6%	7.4%	0.1%	-10.3%
CN1CCC(NC(=O)Cc2c(F)cccc2Cl)CC1	-6.2%	-4.8%	4.0%	0.2%	-3.8%
Cc1cccc(N2CCN(C(=O)Cc3c(C(=O)O)[nH]c4ccc(Cl)cc34)CC2)c1C	-1.6%	23.2%	0.8%	8.6%	-7.6%
S=C(NC1CCCCC1)N1CCC(c2cnc[nH]2)CC1	0.8%	-6.5%	-7.7%	0.8%	-14.8%
CC(C)n1nccc1N(Cc1ccc(Br)cc1)S(=O)(=O)c1ccccc1	5.5%	33.9%	10.6%	0.5%	7.6%
COc1cc(N=c2ssnc2Cl)c(OC)cc1Cl	?	-14.6%&32.7%	8.2%&14.8%	?	-0.3%
CCCCNc1nc(CC(C)=O)ns1	4.3%	15.3%	7.8%	5.6%	-4.9%
O=C(NCCO)c1ccc2nc(Cc3cccc(Cl)c3)oc2c1	2.5%	-26.8%	-23.9%	i	-2.1%
CCN1CCN(C(=O)c2cc3nc(-c4ccccc4)cc(C(F)(F)F)n3n2)CC1	1.1%	0.1%	3.8%	0.0%	14.5%
CCOC(=O)c1cn(Cc2c(C)c(C)c(C)c(C)c2C)nn1	0.2%	67.4%	6.2%	0.9%	1.7%	inhibitors of VEEV 10K pilot screen=0.0
COc1cc([N+](=O)[O-])cc(/C=N/NC(=O)c2cncc(Br)c2)c1O	5.7%	nt	-13.3%	8.8%	12.7%
Cc1ccc(NC(=O)c2ccoc2C)cc1C	1.0%	35.2%	3.7%	7.3%	-3.4%
CCCOc1ccc(OCCSc2ncccn2)cc1	-3.2%	56.0%	7.0%	1.4%	0.8%
CC(NC(=O)c1ccco1)C(c1cccs1)N1CCOCC1 (stereo not drawn)	-2.9%	1.0%	0.7%	9.5%	4.9%
O=[N+]([O-])c1cccc(S(=O)(=O)NCCCN2CCOCC2)c1	2.5%	-19.1%	-5.5%	i	-2.8%
O=C(NCCS(=O)(=O)N1CCc2ccccc2C1)c1ccccc1	1.8%	8.6%	-5.6%	1.9%	-3.0%
Cc1ccc(C)c(CN2CCC(CNC(=O)Nc3ccc(F)c(Cl)c3)CC2)c1	28.4%	71.8%	-16.7%	?	8.5%
COC(=O)c1c(C)c(C)nc(N)c1C#N	-6.7%	-16.6%	4.3%	2.0%	2.1%
CC(=O)N(Cc1ccc(Cl)cc1)c1cnccn1	5.3%	-1.8%	4.5%	2.3%	-13.9%
CCCNC(=O)N1CCC(C(=O)c2ccc(F)cc2)CC1	0.0%	12.7%	4.0%	0.3%	-5.4%
O=C(CCCCC(=O)Nc1ccccc1)Nc1ccccc1	1.2%	-5.3%	-1.9%	1.1%	1.4%
COc1cc(OC)cc(C(=O)Nc2ccc(-c3nc4ccccc4o3)cc2)c1	-5.7%	1.3%	-5.6%	11.4%	-1.4%
CC(Oc1ccccc1F)C(=O)NN (stereo not drawn)	-2.4%	-7.3%	-5.4%	i	4.9%
Cn1c(=O)n(C)c2cc(S(=O)(=O)Nc3ccc(F)cc3)ccc21	-7.8%	18.6%	-0.7%	i	-2.3%
COc1cc(/C=C(\C#N)C(=O)N2CCOCC2)cc(Br)c1O	5.8%	14.1%	-3.0%	0.8%	15.8%
Cc1ccc(-n2c3c(c(=O)[nH]c2=O)C(NS(=O)(=O)c2ccc(C)cc2)(C(F)(F)F)C(=O)N3)cc1 (stereo not drawn)	3.8%	3.5%	-1.6%	1.4%	-3.2%
CCOC(=O)c1ccc(NC(=S)NC(=O)c2cncc(Br)c2)cc1	?	?	-13.7%	0.3%	-7.5%
COc1ccc(C(CNC(=O)c2ccc(S(=O)(=O)N(C)C)cc2)N2CCCCC2)cc1 (stereo not drawn)	2.6%	61.8%	17.1%	1.0%	-0.4%
CC/C(=N/Nc1cccc(C)c1)c1cnnc(SC)n1	-0.7%	-17.8%	14.3%	i	-5.2%
Cc1nnc(NC(=O)CSc2nc(C3CCCCC3)nc3ccccc23)s1	4.6%	1.6%	-10.2%	i	10.5%
Cc1cc(C)c2c(=O)[nH]c(SCC(=O)c3ccc(C)c(C)c3)nc2n1	11.1%	-9.1%	8.7%	1.1%	-7.1%

The last 7 entries of the section above are carried over, then new ones follow:
SMILES	M. tuberculosis HTS	tuberculosis growth	H1N1 NS1A inhibition	inhibitors of VEEV	Salmonella PhoP GFP	others
COc1cc(/C=C(\C#N)C(=O)N2CCOCC2)cc(Br)c1O	5.8%	14.1%	-3.0%	0.8%	15.8%
Cc1ccc(-n2c3c(c(=O)[nH]c2=O)C(NS(=O)(=O)c2ccc(C)cc2)(C(F)(F)F)C(=O)N3)cc1 (stereo not drawn)	3.8%	3.5%	-1.6%	1.4%	-3.2%
CCOC(=O)c1ccc(NC(=S)NC(=O)c2cncc(Br)c2)cc1	?	?	-13.7%	0.3%	-7.5%
COc1ccc(C(CNC(=O)c2ccc(S(=O)(=O)N(C)C)cc2)N2CCCCC2)cc1 (stereo not drawn)	2.6%	61.8%	17.1%	1.0%	-0.4%
CC/C(=N/Nc1cccc(C)c1)c1cnnc(SC)n1	-0.7%	-17.8%	14.3%	i	-5.2%
Cc1nnc(NC(=O)CSc2nc(C3CCCCC3)nc3ccccc23)s1	4.6%	1.6%	-10.2%	i	10.5%
Cc1cc(C)c2c(=O)[nH]c(SCC(=O)c3ccc(C)c(C)c3)nc2n1	11.1%	-9.1%	8.7%	1.1%	-7.1%
Cc1cccc(C(=O)Nc2ccc(Cl)cc2C(=O)c2ccccc2)c1	5.8%	2.8%	-4.9%	2.6%	1.9%
Fc1ccccc1N1CCN(C2CCCN(Cc3ccccc3C(F)(F)F)C2)CC1 (stereo not drawn)	5.6%	15.7%	-0.1%	i	7.2%
COc1ccc(C(=O)c2c[nH]c(C(=O)NCc3ccco3)c2)cc1	8.6%	4.3%	-3.4%	0.7%	6.3%
CCn1c(=O)cc(OCC(=O)NCCCN2CCC(C)CC2)c2ccccc21	9.7%	8.0%	-4.4%	i	2.4%
CC(=O)NCc1ccc(-c2csc(NC(=O)CCc3nc4ccccc4c(=O)[nH]3)n2)s1	-3.0%	-3.6%	1.8%	3.3%	nt
Cc1csc(NC(=O)c2ccc(Cl)nc2)n1	-5.6%	-10.1%	15.6%	0.1%	-7.4%
CCOc1ccc2oc(-c3ccccc3)c(C(=O)N3CCN(C)CC3)c2c1	-12.9%	-5.1%	-7.4%	i	10.0%
C=CCC1c2cccc(C(=O)O)c2C(=O)N1c1ccc(F)cc1 (stereo not drawn)	-3.3%	8.9%	34.1%	4.2%	-13.7%
COc1ccc(C(=O)CCC(=O)O)cc1	1.4%	-8.1%	-8.8%	0.3%	-9.5%
CCCCN(CC)CCNc1c(NC2CCN(C(=O)OCC)CC2)c(=O)c1=O	-5.1%	nt	-6.5%	2.2%	-17.8%
Cc1cccc(OCCC(=O)Nc2ccccc2C(N)=O)c1	-2.5%	-4.1%	-11.1%	0.1%	16.6%
C[C@H]1CN([C@@H](C)CO)C(=O)Cc2cc(NC(=O)Cc3ccccc3)ccc2O[C@H]1CN(C)S(=O)(=O)c1cccs1	0.7%	30.1%	3.7%	1.3%	nt
CCCCCCCCCCCC(=O)N1CC(=O)NC(=O)C1	-0.8%	-0.8%	nt	i	6.2%
c1ccc2c(CNC3CCCCC3)c[nH]c2c1	-5.5%	-9.2%	nt	nt	-8.9%
O=[N+]([O-])c1cc([N+](=O)[O-])c(Oc2ccc(F)cc2F)cc1NN1CCCCC1	6.7%	-3.2%	5.8%	3.1%	1.0%
Cc1ccccc1OCC(O)Cn1c(NCc2ccco2)nc2c1c(=O)n(C)c(=O)n2C (stereo not drawn)	-7.6%	11.4%	0.5%	0.8%	12.8%
Cc1onc(-c2ccccc2)c1C(=O)NCCc1ccc(S(N)(=O)=O)cc1	0.5%	-11.8%	2.3%	2.9%	2.5%
C=CCn1c(-c2cccn(Cc3ccc(Cl)cc3Cl)c2=O)n[nH]c1=S	-5.3%	13.5%	4.8%	3.2%	-7.0%
CN(C)/C=N/C(=S)Nc1cc(Cl)cc(Cl)c1	0.1%	32.0%	-11.8%	6.9%	0.4%
CCOC(=O)N1CCN=C1SCc1ccc(Cl)c(Cl)c1	-0.7%	34.8%	2.5%	2.1%	21.9%
CCC(Oc1ccccc1)C(=O)Nc1ccc(S(=O)(=O)NCC2CCCO2)cc1 (stereo not drawn)	-3.7%	-2.4%	0.5%	1.4%	5.6%
O=C(O)c1ccccc1CSc1ccccn1	-2.5%	-5.8%	-15.8%	1.2%	0.4%
CCN(CC)CC(=O)Nc1ccc(-c2ccc(NC(=O)CN(CC)CC)c(OC)c2)cc1OC	?	55.2%	-4.8%	0.6%	13.6%
NC(=O)C1(N2CCCCC2)CCN(C(=O)c2ccc(C#Cc3ccccc3)o2)CC1	8.2%	37.1%	0.6%	1.2%	10.4%
COc1ccc(CNS(=O)(=O)c2ccc3c(c2)N(C)CCO3)cc1	1.7%	3.5%	-0.1%	7.5%	8.0%
COc1cccc(OCC(O)CN2CCOCC2)c1 (stereo not drawn)	-4.0%	-7.0%	-2.9%	0.7%	-4.3%
O=C(COC(=O)c1ccc([N+](=O)[O-])s1)NC(=O)NCc1ccccc1	24.5%	?	-7.1%	0.4%	-3.7%
CCOC(=O)CN(C)C(=O)C1CCCN1C(=O)OC(C)(C)C (stereo not drawn)	0.7%	-12.7%	-1.9%	0.1%	-0.6%
Oc1ccc(/C=N/Nc2ccnc3cc(Cl)ccc23)cc1O	-0.5%	-3.5%	9.2%	?	-5.5%
CCOC(=O)C1=C(O)/C(=C/c2ccc(OCC(=O)Nc3ccc(C)cc3)cc2)N=C1C	-6.0%	10.5%	-12.8%	4.5%	-5.2%
CCN(CC)C(=O)CN1C(=O)C2(NC(=O)c3ccccc3N2)c2ccccc21 (stereo not drawn)	-0.7%	5.0%	2.4%	i	1.6%
CC(OC(=O)CSc1ccc([N+](=O)[O-])cc1)C(=O)NC1CC1 (stereo not drawn)	2.4%	46.0%	2.5%	3.2%	nt
O=C(NCc1ccncc1)C(=O)NC1CC1	35.2%	2.5%	3.4%	1.9%	1.1%
CCCCOc1ccccc1NC(=O)Cn1c(-c2nonc2N)nc2ccccc21	-3.4%	nt	1.9%	7.2%	-12.9%
COc1ccc(NC2=C(Cl)C(=O)N(CCc3ccccc3)C2=O)c(OC)c1	6.1%	61.6%	9.6%	2.3%	-9.4%
Cc1ccccc1NC(=O)c1ccc(Cn2cc([N+](=O)[O-])cn2)o1	17.4%	nt	-2.2%	i	-3.5%
CC(C)(C)c1cc(NCCCn2ccnc2)n2ncc(-c3ccccc3)c2n1	?	nt	nt	i	12.3%
O=C1N/C(=C/c2cccs2)C(=O)N1Cc1ccc(F)cc1	-4.2%	-20.8%	-1.4%	i	3.9%
CCn1c(=O)c(C(=O)NCc2ccc(Cl)cc2)c(O)c2ccccc21	-9.7%	6.9%	-8.2%	7.6%	-2.4%
COc1ccc(N(CC(=O)NCCSCc2ccco2)S(=O)(=O)c2ccccc2)cc1OC	3.1%	6.7%	-5.8%	5.3%	-1.3%

Assay outcomes from PubChem.
